GPR55 LPI antagonism – GPR55 antagonists blocking LPI-driven arrestin recruitment, primary screen, imaging, U2OS, beta-arrestin-GFP, LPI agonist (AID 2013); U2OS GPR55 beta-arrestin-GFP translocation imaging, LPI antagonism; higher % means a stronger effect; inhibition, % at 10 µM, or IC50 in µM where a hit was titrated; actives 0.13% (n = 290,000);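 active = spots per cell inhibited over 60%, with over 100 cells counted and total cytoplasm intensity under 500,000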;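 also: U2OS cells stably carrying GPR55 and arrestin-GFP stimulated by 5 µM LPI near EC80; imaged beta-arrestin-GFP aggregate spots per cell after agonist stimulation; plate controls were LPI-stimulated DMSO wells for no effect and DMSO wells without LPI for full effect; some results filed as inactive read as strong as hits; confirmed hits need IC50 under 10 µM and bright autofluorescent wells are also inconclusive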
AID2073 – disruptors of CaV2.2 binding to Mint1 – biochemical, HTRF (AID 2073); HTRF protein-protein interaction, Mint1-CaV2.2; higher % means a stronger effect; one-dose inhibition, % at 20 µM; IC50 in µM for titrated hits; actives 0.19% (n = 290,000); in the data active = inhibition mostly above about 51%, no sharp cut-off; also: some results filed as inactive read as strong as hits
NOD1 inhibition – NOD1 signaling inhibitors, primary screen, cell-based, luminescence, uHTS (AID 1578); NOD1-driven NF-kB luciferase reporter cells, luminescence; higher % means a stronger effect; inhibition, % at 4 µM, or EC50 in µM where a hit was titrated; actives 1% (n = 290,000); in the data active = inhibition mostly above about 36%, no sharp cut-off; inactive = mostly below about 34%;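 also: HEK-293T reporter cells stimulated with the NOD1 agonist gamma-tri-DAP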
HIV peptide binding – cell-free HIV fusion peptide-binding blockers – biochemical, uHTS, fluorescence dequenching, primary screen (AID 1986); cell-free peptide binding, fluorescence dequenching, 30 min; higher % means a stronger effect; inhibition, % at 20 µM, or IC50 in µM where a hit was titrated; actives 0.3% (n = 290,000); in the data active = inhibition mostly above about 52%, no sharp cut-off; inactive = mostly below about 76%; also: some results filed as inactive read as strong as hits
GPR55 beta-arrestin – selective activators of receptor GPR55 – imaging, U2OS cells, beta-arrestin-GFP redistribution, primary screen (AID 1961). U2OS GPR55 beta-arrestin-GFP redistribution imaging; higher % means a stronger effect. one-dose activation, % at 10 µM; EC50 in µM for titrated hits. actives 0.048% (n = 290,000);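 active = activation above 40% with more than 50 cells counted in the well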;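 also: U2OS osteosarcoma cells stably expressing GPR55 and beta-arrestin-GFP; plate controls were DMSO negative control for no effect and LPI positive control for full effect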
GPR35 arrestin U2OS – inhibition of zaprinast-stimulated GPR35 beta-arrestin translocation – imaging, U2OS, beta-arrestin-GFP, zaprinast agonist, primary screen (AID 2058). U2OS GPR35 beta-arrestin-GFP translocation imaging, zaprinast antagonism; higher % means a stronger effect. actives 0.052% (n = 290,000). inhibition, % at 10 µM, or IC50 in µM where a hit was titrated;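 active = inhibition of at least 50% with at least 30 cells and total cytoplasm GFP at most 10,000,000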
KOR beta-arrestin-1 – kappa opioid receptor activators – cell-based, luminescence, uHTS, primary screen (AID 1777); KOR beta-arrestin recruitment, luminescence; higher % means a stronger effect; activation, % at 10 µM, or EC50 in µM where a hit was titrated; actives 0.02% (n = 280,000); in the data active = activation above about 50%, passing the limit was not always enough; also: a part of the inactive calls stands beside numbers as strong as those of hits
Siah-1 displacement – Siah-1 peptide-binding antagonists, primary screen, biochemical, fluorescence polarization, rhodamine-plectin, uHTS (AID 1817) | Siah-1 / rhodamine-plectin peptide fluorescence polarization; higher % means a stronger effect | one-dose displacement, % at 20 µM; IC50 in µM for titrated hits | actives 0.02% (n = 290,000);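 active = displacement of at least 50% at 20 µM, with a fluorescence ratio check between 0.3 and a set limit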;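 also: plate controls were Siah plus tracer with DMSO for no effect and tracer alone without Siah for full effect; strong numbers were not always called active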
KOR beta-arrestin-2 – kappa opioid receptor blockers – cell-based, luminescence, uHTS (AID 1778); KOR beta-arrestin recruitment, luminescence, antagonist mode; higher % means a stronger effect; actives 0.091% (n = 290,000); inhibition, % at 10 µM; hits with a dose series show IC50 in µM; in the data active = inhibition above about 50%; also: strong numbers were not always called active
* marks the source's active call; other numbers are inactive results; · = no result given; [ ] = remark or other dose. Some of the compounds tested. The share of hits here may be higher or lower than overall.

Structure	GPR55 LPI antagonism	AID2073	NOD1 inhibition	HIV peptide binding	GPR55 beta-arrestin	GPR35 arrestin U2OS	KOR beta-arrestin-1	Siah-1 displacement	KOR beta-arrestin-2
CCC(NC(=O)c1cc(COc2cncc(Cl)c2)on1)c1ccncc1 (configuration not stated)	-5%	6%	-2%	0.8%	-0.1%	-2%	-4.7%	1%	-31%
COc1ccc(N(CC(=O)NCc2ccc3c(c2)OCO3)C(=O)c2csnn2)cc1	16%	6%	-45%	0.4%	-0.1%	-17%	4.6%	2%	14%
CC1(C)CC(C(CC(=O)N2CCCC2)Cc2ccccc2)CCO1 (configuration not stated)	0%	16%	13%	-0.7%	0.0%	-8%	·	-5%	-6%
CCOc1nc(CC(C)C)c2c(c1C#N)CC(C)(C)OC2	8%	-4%	-3%	0.9%	-0.3%	-5%	0.6%	13%	2%
Cc1ccc2nc(SC(C)C(=O)N3CCCCC3)[nH]c2c1 (configuration not stated)	-3%	-1%	-57%	-1.4%	-0.4%	-3%	0.3%	4%	15%
COc1cccc(C2CC(c3ccccc3)Nc3nc(N)nn32)c1 (configuration not stated)	12%	-5%	-6%	0.7%	0.3%	-10%	1.6%	0%	4%
COc1cc(CNC(=O)OCC(C)C)cc(OC)c1OC	0%	-2%	-4%	3.8%	-0.2%	-2%	4.8%	3%	22%
COc1cccc(C(=O)CC(=O)C(=O)Nc2ccc([N+](=O)[O-])cc2C)c1	4%	13%	4%	9.2%	-0.1%	0%	-0.8%	-2%	-16%
CCOC(=O)c1ccc(Nc2nc(C)cc(=O)[nH]2)cc1	-5%	-1%	-15%	1.8%	0.0%	7%	-2.4%	1%	-22%
Cc1cc(C)nc(-n2nc(C)cc2Nc2ccccc2)n1	6%	-2%	10%	-2.7%	-0.1%	28%	-6.5%	-5%	-25%

Reprinted at random: two records from the list
Structure	GPR55 LPI antagonism	AID2073	NOD1 inhibition	HIV peptide binding	GPR55 beta-arrestin	GPR35 arrestin U2OS	KOR beta-arrestin-1	Siah-1 displacement	KOR beta-arrestin-2
CCC(NC(=O)c1cc(COc2cncc(Cl)c2)on1)c1ccncc1 (configuration not stated)	-5%	6%	-2%	0.8%	-0.1%	-2%	-4.7%	1%	-31%
COc1cccc(C(=O)CC(=O)C(=O)Nc2ccc([N+](=O)[O-])cc2C)c1	4%	13%	4%	9.2%	-0.1%	0%	-0.8%	-2%	-16%

(more compounds)
Structure	GPR55 LPI antagonism	AID2073	NOD1 inhibition	HIV peptide binding	GPR55 beta-arrestin	GPR35 arrestin U2OS	KOR beta-arrestin-1	Siah-1 displacement	KOR beta-arrestin-2
CCOC(=O)c1[nH]c2ccccc2c1NC(=O)c1ccc(S(=O)(=O)N2CCCCC2)cc1	-3%	5%	9%	1.0%	-0.2%	-19%	-0.7%	-3%	2%
Cc1occc1-c1nnc(SCC(=O)Nc2ccccc2-c2ccccc2)n1C	-14%	-11%	6%	1.9%	-0.2%	-2%	-4.2%	0%	-9%
O=C(CCNC(=O)c1ccc([N+](=O)[O-])cc1)NCCCN1CCCC1=O	7%	10%	-10%	-1.0%	0.0%	6%	16%	0%	-17%
O=C(Nc1ncc(Cc2ccc(C(F)(F)F)cc2)s1)c1ccc(-c2cccc([N+](=O)[O-])c2)o1	-5%	3%	24%	-2.3%	-0.3%	11%	-4.1%	0%	21%
COc1ccc(N(CC(=O)NCCC2=CCCCC2)S(=O)(=O)c2ccc(C)cc2)cc1OC	-2%	-1%	20%	0.6%	0.5%	-8%	-4.5%	3%	11%[20 µM]
S=C(NCCN1CCOCC1)NC1CCCC1	14%	-6%	-14%	3.4%	-0.1%	5%	-4.3%	0%	-6%
Cc1cc(NC(=O)CCC(=O)N(c2cccc(F)c2)C(C(=O)NC2CCCC2)c2ccccc2)no1 (configuration not stated)	0%	-7%	-15%	-0.8%	0.1%	-8%	-0.2%	3%	3%
CCOc1ccc2nc3c(cc2c1)CN(CCOC)C(=NCCOC)S3	12%	40%	17%	-0.1%	-0.1%	3%	4.8%	5%	-20%
CCOc1ccc(N=C(/C(C(=O)C(=O)N2CCOCC2)=C(/O)c2ccccc2)c2ccccc2)cc1	-1%	-14%	-14%	3.2%	0.7%	5%	5.1%	-1%	3%
N#Cc1sc(C(N)=O)c(-c2ccccc2)c1-c1ccccc1	8%	-14%	-10%	-0.2%	0.2%	-4%	-5.3%	4%	20%
O=C1C(=O)N(Cc2cccnc2)C(c2cccc([N+](=O)[O-])c2)/C1=C(\O)c1ccc2c(c1)OCCO2 (configuration not stated)	20%	7%	-13%	1.6%	0.0%	5%	4.5%	12%	-21%
N#Cc1ccc(NC(=O)CCc2nc3ccccc3s2)cc1	-4%	-5%	-14%	4.1%	0.0%	-8%	9.8%	3%	-24%
COc1ccccc1C(=O)NC(CCSC)C(=O)OC(C)C(N)=O (configuration not stated)	-7%	-5%	-14%	-0.5%	-0.6%	2%	-1.0%	1%	9%
CCOC(=O)c1ccc(NC(=S)Nc2ccc(C)cc2)cc1	8%	9%	5%	2.1%	-0.1%	4%	-4.6%	2%	-6%[20 µM]
O=S(=O)(NCCc1ccccc1)c1ccc(F)cc1	4%	-2%	-20%	1.6%	0.2%	-14%	0.9%	2%	-52%[20 µM]
COC(=O)c1ccccc1NC(=O)CN1CCN(c2ccccn2)CC1	10%	25%	-22%	-1.4%	-0.1%	25%	·	2%	-24%[20 µM]
CCOC(=O)Cn1nc(/C=C/c2ccc(C(C)C)cc2)ccc1=O	-5%	20%	3%	8.3%	0.7%	-7%	1.6%	3%	-18%
O=C(N/N=C/c1cccnc1)c1cc2c(ccc3ccccc32)o1	0%	48%	-23%	1.0%	-0.2%	10%	-2.2%	18%	-12%
Cc1ccc(CN2CCN(CC(=O)N/N=C/c3ccc(C)o3)CC2)cc1	-1%	-9%	0%	-0.9%	0.0%	14%	2.3%	-4%	·
Cc1ccc(-c2ccc(=O)n(Cc3ccc(F)cc3Cl)n2)cc1	5%	14%	-6%	-2.4%	0.0%	6%	-3.6%	1%	4%

Ordered by SMILES length (largest number first): part of the list above
Structure	GPR55 LPI antagonism	AID2073	NOD1 inhibition	HIV peptide binding	GPR55 beta-arrestin	GPR35 arrestin U2OS	KOR beta-arrestin-1	Siah-1 displacement	KOR beta-arrestin-2
Cc1ccc(CN2CCN(CC(=O)N/N=C/c3ccc(C)o3)CC2)cc1	-1%	-9%	0%	-0.9%	0.0%	14%	2.3%	-4%	·
CCOC(=O)Cn1nc(/C=C/c2ccc(C(C)C)cc2)ccc1=O	-5%	20%	3%	8.3%	0.7%	-7%	1.6%	3%	-18%
O=C(N/N=C/c1cccnc1)c1cc2c(ccc3ccccc32)o1	0%	48%	-23%	1.0%	-0.2%	10%	-2.2%	18%	-12%
COc1ccccc1C(=O)NC(CCSC)C(=O)OC(C)C(N)=O (configuration not stated)	-7%	-5%	-14%	-0.5%	-0.6%	2%	-1.0%	1%	9%
N#Cc1sc(C(N)=O)c(-c2ccccc2)c1-c1ccccc1	8%	-14%	-10%	-0.2%	0.2%	-4%	-5.3%	4%	20%
CCOC(=O)c1ccc(NC(=S)Nc2ccc(C)cc2)cc1	8%	9%	5%	2.1%	-0.1%	4%	-4.6%	2%	-6%[20 µM]
N#Cc1ccc(NC(=O)CCc2nc3ccccc3s2)cc1	-4%	-5%	-14%	4.1%	0.0%	-8%	9.8%	3%	-24%
O=S(=O)(NCCc1ccccc1)c1ccc(F)cc1	4%	-2%	-20%	1.6%	0.2%	-14%	0.9%	2%	-52%[20 µM]

(next part)
Structure	GPR55 LPI antagonism	AID2073	NOD1 inhibition	HIV peptide binding	GPR55 beta-arrestin	GPR35 arrestin U2OS	KOR beta-arrestin-1	Siah-1 displacement	KOR beta-arrestin-2
C/C(CC(=O)Nc1cccc(Cl)c1C)=N\NC(=O)Cc1csc(N)n1	6%	13%	-34%	-1.3%	-0.2%	4%	-3.3%	6%	-9%
CCOC(=O)C1CCCN(C2CC(=O)N(c3cccc(C)c3)C2=O)C1 (configuration not stated)	-1%	10%	-16%	13%	-0.2%	0%	0.7%	4%	3%
CCc1c(C)sc(NC(=O)c2ccoc2C)c1C(N)=O	19%	-40%	-15%	2.0%	-0.1%	5%	2.4%	5%	18%
CCC(CC)c1nnc(NC(=O)COc2ccc3c(C)cc(=O)oc3c2)s1	-14%	22%	52%	1.7%	-0.1%	-9%	3.1%	1%	-29%
COc1ccc(CCNC(=O)C2CCN(C(=O)c3ccc([N+](=O)[O-])cc3)CC2)cc1	9%	0%	-44%	-1.0%	-0.1%	7%	-7.3%	0%	38%
NCC(=O)c1cccc2ccc[n+]([O-])c12	11%	4%	-3%	-0.6%	1.0%	4%	10%	-3%	20%
COc1ccc(Cl)cc1C(=O)NCC(c1ccco1)N1CCCC1 (configuration not stated)	20%	2%	-24%	4.0%	0.9%	6%	-3.0%	3%	10%
Cc1noc(C)c1C(=O)Nc1ccc2c(c1)CCC2	-13%	-7%	-15%	-0.8%	0.2%	6%	6.2%	-4%	-34%
Cc1cc(N2CCCC2=O)cc(C)c1S(=O)(=O)NCCOc1ccc(C(C)(C)C)cc1	24%	8%	-6%	-0.4%	0.0%	4%	-4.2%	8%	23%
CN1CCN(C2=C(Cl)C(=O)N(c3ccc(Cl)c(Cl)c3)C2=O)CC1	18%	12%	-4%	0.1%	-0.1%	20%	0.5%	0%	2%
Cc1nn(C2CCCCC2)c(N)c1-c1ccccc1	5%	-3%	14%	1.0%	0.2%	5%	-1.4%	1%	-14%
Cn1c(=O)c2c(nc(NCc3ccco3)n2CCc2ccccc2)n(C)c1=O	3%	-4%	-15%	0.9%	-0.3%	0%	5.8%	2%	12%
Fc1ccc(C2CCCN2Cc2nc(CC3CC3)no2)cc1 (configuration not stated)	10%	-3%	-31%	0.4%	-0.1%	17%	·	6%	-16%[20 µM]
O=[N+]([O-])c1cc([N+](=O)[O-])c(Oc2c(Cl)cccc2Cl)cc1NN1CCCCC1	-6%	2%	-5%	0.8%	0.0%	-2%	-3.5%	-1%	-14%[20 µM]
O=C(NC1CCCCC1)c1ccccc1NC(=O)C1CC1	12%	8%	-13%	-0.8%	0.1%	19%	-2.5%	-2%	16%
Cc1oc2cc3oc(=O)c(CC(=O)NCC(=O)N[C@@H](C(=O)O)c4ccccc4)c(C)c3cc2c1C	0%	20%	2%	5.0%	0.3%	-18%	0.1%	2%	-11%[20 µM]
CC1(OC(=O)c2ccc(Cl)nc2)C(=O)C=C2C=C3CCCN3C=C2C1=O (configuration not stated)	2%	19%	-1%	21%	-0.1%	-10%	4.8%	22%	7%
CCCCOc1ccccc1C(=O)NCCCC(=O)O	6%	3%	-20%	0.2%	-0.1%	-2%	-5.9%	6%	26%
O=C(O)c1ccc(Cl)c(N2C(=O)Nc3ccccc3N2O)c1	-1%	-10%	-4%	-2.2%	0.0%	2%	-2.6%	-1%	-34%
Cc1ccc(N=CC2=C(O)CC(C)(C)CC2=O)nc1	9%	4%	-16%	-0.2%	-0.1%	5%	0.8%	-1%	4%
CCNC(=O)CN1C(=O)NC(CCc2ccccc2)C1=O (configuration not stated)	25%	2%	-14%	1.1%	0.2%	-5%	0.7%	-1%	15%

Source: PubChem
